Screening data deposited in PubChem BioAssay by The Scripps Research Institute Molecular Screening Center.
CHO-K1 Ca antag: nonselective inhibitor or artifact in parental CHO-K1 cells; ATP-induced calcium, Fluo-8 fluorescence; AID 602250; actives 0.6% (n = 360,000); inhibition, % at 3 µM;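 active = inhibition above a per-plate cutoff, the plate's mean sample inhibition plus 3 SD, cut at about 24% in these data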;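 also: 0% = DMSO plus EC80 ATP and 100% = DMSO alone without ATP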
CHO-K1 Ca PAM: counter-screen for M1 PAMs: effect in parental CHO-K1 cells; ATP EC20, Fluo-8 calcium fluorescence; 0% at ATP EC20, 100% at ATP max; activation, % at 3 µM; actives 0.02% (n = 360,000);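 active = activation above the run cutoff, the mean activation of all test compounds plus 3 SD, cut at about 40% in these data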;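 also: peak over basal fluorescence ratio in a 140 s read after ATP addition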
M1 PAM: positive allosteric modulators of human M1 muscarinic receptor; activation, % at 3 µM; AID 588819; CHO-K1 hM1, Fluo-8 calcium fluorescence, ACh EC20; 0% = ACh EC20, 100% = maximal ACh; P11229; actives 0.088% (n = 360,000); in the data active = activation above about 19%, passing the limit was not always enough
Target sequence (P11229 whole entry, looked up): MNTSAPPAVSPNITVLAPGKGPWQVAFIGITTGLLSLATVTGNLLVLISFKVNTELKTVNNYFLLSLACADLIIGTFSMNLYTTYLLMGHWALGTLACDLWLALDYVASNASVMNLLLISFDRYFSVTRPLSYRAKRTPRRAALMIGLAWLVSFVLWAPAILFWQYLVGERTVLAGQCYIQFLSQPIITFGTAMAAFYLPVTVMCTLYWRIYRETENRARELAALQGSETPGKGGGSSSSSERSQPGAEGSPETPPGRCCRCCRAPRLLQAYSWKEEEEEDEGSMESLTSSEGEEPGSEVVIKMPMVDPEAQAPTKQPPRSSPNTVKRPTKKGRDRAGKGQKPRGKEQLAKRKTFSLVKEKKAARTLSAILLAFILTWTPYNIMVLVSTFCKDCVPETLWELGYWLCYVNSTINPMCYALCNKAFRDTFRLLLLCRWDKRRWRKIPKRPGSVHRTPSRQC
M1 ag: human M1 muscarinic receptor agonism. activation, % at 3 µM. P11229. actives 0.33% (n = 360,000). CHO-K1 hM1, Fluo-8 calcium fluorescence, agonist mode; 0% DMSO, 100% acetylcholine EC100;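 active = activation above the run's mean compound activation plus 3 SD, cut at about 16% in these data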;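 also: peak over basal fluorescence ratio within a 140 s kinetic read after compound addition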
M1 antag: human CHRM1 antagonism; inhibition, % at 3 µM; CHO-K1 hM1, Fluo-8 calcium fluorescence, ACh EC80 antagonist; actives 1.3% (n = 360,000); P11229;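 active = percent inhibition above its own plate's cutoff, namely the mean of that plate's compound wells plus 3 SD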;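 also: peak over basal fluorescence ratio during 140 s after agonist addition; 0% = ACh EC80 plus DMSO and 100% = DMSO alone without agonist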
CHO-K1 Ca ag: nonselective activator or artifact in parental CHO-K1 cells. Fluo-8 calcium fluorescence; scaled to maximal ATP response, vehicle zero. actives 0.48% (n = 360,000). AID 602248. activation, % at 3 µM; in the data active = activation above about 15%;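 also: untransfected CHO-K1 host cells lacking M1 receptor as counterscreen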
TAAR1 ag: agonists of human TAAR1; CHO RD-HGA16 TAAR1, Fluo-8 calcium fluorescence; vehicle wells 0%, saturating PEA agonist 100%; activation, % at 3 µM; actives 0.99% (n = 360,000); AID 624467;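 active = activation above the mean activation of all test compounds in the run plus 3 SD, cut at about 38% in these data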
Target sequence (Q96RJ0 whole entry, looked up): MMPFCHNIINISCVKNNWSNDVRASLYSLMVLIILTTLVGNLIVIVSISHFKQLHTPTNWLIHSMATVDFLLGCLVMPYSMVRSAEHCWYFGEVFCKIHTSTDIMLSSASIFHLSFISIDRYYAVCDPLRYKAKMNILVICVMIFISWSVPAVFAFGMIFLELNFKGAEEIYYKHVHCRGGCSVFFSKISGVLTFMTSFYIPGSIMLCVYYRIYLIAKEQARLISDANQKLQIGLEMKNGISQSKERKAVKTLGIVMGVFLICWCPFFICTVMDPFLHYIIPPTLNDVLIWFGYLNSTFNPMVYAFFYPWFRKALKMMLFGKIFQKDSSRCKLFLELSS
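Assay system: CHO-derived RD-HGA16 cells with stable Gα16 and human TAAR1; timing: 17-24 h seeding, 75 min 37 °C dye, 30 min RT; read-out: % activation from peak over basal fluorescence ratio, DMSO-to-PEA scaled; measured by: kinetic Fluo-8 calcium fluorescence; benchmarks: low control DMSO, high control PEA (EC100); doses: 3 µM single concentration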
CHO parental Ca: counter-screen for OX1R antagonists: effect in parental CHO cells; parental CHO-K1, ATP-induced calcium, Fluo-8 fluorescence; inhibition, % at 5.6 µM; actives 0.63% (n = 330,000); AID 463079;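 active = inhibition above that plate's mean sample inhibition plus 3 SD, cut at about 26% in these data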;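 also: 0% = ATP-challenged DMSO wells and 100% = DMSO wells without ATP; some compounds past the cut are filed as inactive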
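Assay system – parental CHO cells · Reagent – ATP stimulus · Detection – intracellular calcium via Fluo-8 no-wash fluorescent dye · Evaluation – percent inhibition of ATP-evoked calcium rise, normalized to controls · Controls – ATP wells versus no-ATP DMSO wells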
TAAR1 antagonist: antagonists of human TAAR1; AID 624466; inhibition, % at 3 µM; actives 1.5% (n = 360,000); CHO RD-HGA16 TAAR1, Fluo-8 calcium fluorescence, antagonist; Q96RJ0;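 active = inhibition above a per-plate cutoff, the mean inhibition of test compounds on that plate plus 3 SD, cut at about 49% in these data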;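 also: 0% = DMSO plus EC80 beta-PEA response and 100% = DMSO alone without agonist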
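Material: CHO RD-HGA16 cells bearing hTAAR1; compound dosing: one-point dosing, 3 µM nominal final; schedule: dye loading 75 min at 37 °C, then 30 min room temperature; measured by: calcium fluorescence with Fluo-8; control set: vehicle and agonist controls; replication: n of 1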
Active calls of the source: *; nt = not tested or not shown.

The first two entries (preview)
nr	SMILES	CHO-K1 Ca antag	CHO-K1 Ca PAM	M1 PAM	M1 ag	M1 antag	CHO-K1 Ca ag	TAAR1 ag	CHO parental Ca	TAAR1 antagonist
1	CCc1nn2cc(C(=O)c3ccccc3O)cnc2c1-c1ccc(F)cc1	-7.6	12.7	-3.3	-6.1	-4.0	-0.1	-1.3	-22.9	-0.2
2	CC1C(=O)N(Cc2cn(CCC3OCCO3)nn2)CCS(=O)(=O)N1Cc1ccc(-c2ccc(F)cc2)cc1 (stereo not given)	-2.5	-8.5	-13.0	-5.4	17.8	4.0	10.2	nt	-11.4

Main list, from the start:
nr	SMILES	CHO-K1 Ca antag	CHO-K1 Ca PAM	M1 PAM	M1 ag	M1 antag	CHO-K1 Ca ag	TAAR1 ag	CHO parental Ca	TAAR1 antagonist
1	CCc1nn2cc(C(=O)c3ccccc3O)cnc2c1-c1ccc(F)cc1	-7.6	12.7	-3.3	-6.1	-4.0	-0.1	-1.3	-22.9	-0.2
2	CC1C(=O)N(Cc2cn(CCC3OCCO3)nn2)CCS(=O)(=O)N1Cc1ccc(-c2ccc(F)cc2)cc1 (stereo not given)	-2.5	-8.5	-13.0	-5.4	17.8	4.0	10.2	nt	-11.4
3	OC(CCCC(O)c1ccccc1)c1ccccc1 (stereo not given)	-6.9	6.4	0.9	-0.6	-2.6	0.9	1.5	nt	11.0
4	CN1C(=O)c2cccc3c(N)ccc(c23)C1=O	7.9	-10.7	-24.8	118.0*	29.5	28.8*	118.8*	49.2*	32.6
5	Cc1ccccc1Cn1c2ccccc2c2cnn(CC(=O)NCc3ccco3)c(=O)c21	-18.5	16.9	16.0	-0.2	-12.8	-0.7	-0.3	-7.1	2.6
6	COc1ccc(N2C(=O)CCC2=O)cc1	2.7	3.9	-4.6	-4.3	6.9	6.1	1.3	-10.4	2.1
7	COc1ccc(OC)c(NC(=S)NN2CCN(C)CC2)c1	-7.8	11.0	-8.6	-5.1	5.5	-0.1	5.7	-4.0	5.8
8	Cc1ccc(S(=O)(=O)N2CCC(C(=O)NNC(=O)c3ccncc3)CC2)cc1	-12.5	10.3	1.4	-5.8	-0.7	1.2	1.7	-3.4	-0.6
9	Cn1c(=O)c2[nH]c(C=Cc3ccc4c(c3)OCO4)nc2n(C)c1=O	-10.7	13.4	2.9	-3.4	-11.5	0.8	0.9	nt	-2.2
10	O=C(CSc1nnc(-c2ccccn2)n1Cc1ccccc1)NC1CCCC1	7.7	-3.0	-0.9	-0.6	-18.1	-0.4	11.1	-21.1	-4.5
11	C[C@H](CO)N1C[C@H](C)[C@@H](CN(C)Cc2ccc(Oc3ccccc3)cc2)Oc2cc(Br)ccc2S1(=O)=O	0.9	-9.0	7.0	3.5	-5.4	-0.3	1.1	nt	-20.7
12	O=C1/C(=C/c2cccnc2)Oc2cc(OS(=O)(=O)c3ccc(F)cc3)ccc21	-1.6	-5.1	-7.0	-2.1	14.7	2.6	16.4	7.0	22.7
13	O=C(CCCCl)Nc1nc(-c2ccc3c(c2)OCCO3)cs1	-21.6	21.9	5.5	-4.8	-10.5	1.9	27.8	-8.2	5.0
14	N/C(=N\OCC(=O)Nc1ccccc1)c1nonc1N	-2.6	19.2	6.4	-1.9	-2.3	0.3	2.0	11.1	-9.3
15	CN(C)c1ccc(CC(=O)N2CCCC(c3cc(C(=O)Nc4ccc(F)c(Cl)c4)no3)C2)cc1 (stereo not given)	9.2	-4.6	-15.8	-2.2	23.2	9.2	3.2	nt	8.8
16	O=C(O)c1cc(/C=N\O)ccc1OCc1ccccc1	15.3	-6.2	1.3	-2.0	8.4	-0.5	8.2	-5.0	1.2
17	O=S(=O)(c1ccc(NC(=S)N/N=C/c2ccc(O)c(O)c2)cc1)N1CCOCC1	-8.6	10.7	10.4	-1.8	-15.5	0.3	1.7	3.8	3.4
18	O=C(CSc1n[nH]c(-c2ccco2)n1)Nc1sc2c(c1C(=O)Nc1ccccc1)CCCC2	-4.3	13.8	5.9	-1.8	-13.7	0.6	4.0	-16.4	20.2
19	CC(=O)Nc1sc(C)c(C)c1C(=O)OCC(=O)N(CCC#N)c1cc(C)cc(C)c1	-6.2	7.1	9.4	-3.4	-8.3	1.2	-0.2	nt	-10.8
20	Cc1ccc(NC(=O)COC(=O)/C=C/c2ccco2)cc1S(=O)(=O)N(C)C	-2.2	6.0	6.4	-5.3	-5.7	1.4	6.2	-11.4	-10.7
21	CC(C)C[C@H](N)c1cn([C@@H](Cc2cc3ccccc3[nH]2)C(=O)N2CCNCC2)nn1	1.1	-12.7	0.3	-8.4	5.2	-0.9	4.9	-4.4	4.4
22	Cc1nc(NC(=O)CSc2nnc(-c3ccccc3)c(-c3ccccc3)n2)c(Cl)cc1Cl	-11.0	27.7	0.1	-9.0	-7.4	0.3	3.8	-32.6	-29.3
23	Cc1ccc(O)c(NC(=O)c2ccccc2-c2ccccc2C(=O)O)c1	-7.8	17.8	6.6	-3.6	-12.3	1.1	3.2	-3.6	-14.9
24	CCCCSc1nc(O)cc(=O)n1CC	-19.4	18.7	10.7	-2.7	-20.4	2.0	12.4	-2.4	-14.7
25	O=C1NC[C@@H](CCCCN2CCN(Cc3ccccc3)C(=O)C2=O)N(CC2CCCCC2)C1=O	-4.0	0.9	nt	nt	nt	0.5	2.6	nt	-4.4
26	Cc1noc(C)c1C(=O)Nc1nc(-c2ccc(F)cc2)cs1	-13.8	14.5	5.0	-5.0	-5.3	1.1	3.7	-7.1	-15.1
27	CCCCN1CC[C@H]2C=CC[C@@H](C(=O)NCc3ccc(OC)cc3)[C@H]2C1=O	-19.4	17.6	9.0	-6.5	-10.1	0.1	4.8	-10.3	6.2
28	Cn1c(=O)n(C)c2cc([N+](=O)[O-])c(N3CCN(S(=O)(=O)c4ccc(C(C)(C)C)cc4)CC3)cc21	19.0	-9.9	-6.6	-4.3	3.5	0.1	3.3	-21.9	14.8
29	COc1cc(/C=C2\SC(=S)N(NC(=O)c3ccc(O)c(OC)c3)C2=O)ccc1O	8.5	7.8	-11.3	26.8*	24.8	17.1*	24.4	23.9	32.4
30	O=C(c1cc(C(=O)N2CCOCC2)c2nc3ccccc3n2c1)c1cc(Cl)cc(Cl)c1O	-13.0	21.5	6.8	0.3	-9.3	3.2	3.2	0.9	-6.5
31	Cn1c(CNc2ccc(F)cc2)nc2ccccc21	-4.9	0.6	7.6	-0.7	-8.0	0.5	1.7	nt	1.5
32	C#CCSc1nnc(CSc2nc3ccccc3s2)n1-c1ccccc1	-4.7	17.0	-3.5	-6.5	-0.8	2.4	4.9	-23.2	17.6
33	Cc1ccc(S(=O)(=O)N(C)C)cc1NC(=O)C(C)OC(=O)CC1CC2CCC1C2 (stereo not given)	1.2	-0.9	16.9	1.3	-10.9	0.7	0.8	nt	-25.1
34	COc1ccc(C)cc1NC(=O)c1ccc2c(c1)C(=O)N(Cc1ccncc1)C2=O	-8.4	-4.0	-4.6	-0.1	18.9	2.7	7.7	-14.1	31.8
35	CCCCOP(=O)(OCCCC)C(O)c1ccc(N(C)C)cc1 (stereo not given)	-11.1	5.0	1.1	-0.1	-8.6	2.0	2.6	-11.5	-9.5
36	OCCN1CCN(c2ncnc3c2ncn3[C@H]2CN(Cc3ccc(-c4ccccc4)cc3)C[C@@H](CO)O2)CC1	19.9	-16.3	6.7	0.1	-3.3	1.1	5.4	nt	3.8
37	COc1ccccc1/C=C/C1(C(=O)NC2CCCC2)CC(=O)N1c1ccc(F)cc1 (stereo not given)	8.5	-4.5	-1.6	-1.9	3.7	3.1	6.0	-33.7	1.3
38	CN(c1ccccc1)S(=O)(=O)c1cccc(NC(=O)COC(=O)C2CCCCC2)c1	-10.0	0.2	15.0	2.6	-10.5	3.1	-0.7	1.6	-15.9
39	C=CCn1c(SCCC#N)nnc1-c1ccncc1	-4.1	9.3	9.3	-2.1	-5.5	0.6	2.8	10.0	7.8
40	CC1CCN(C(=O)c2ccc(NC(=O)c3ccccc3)cc2)CC1	-7.4	-12.9	1.3	-1.3	3.2	0.9	1.8	-0.6	-8.1
41	NC(=O)c1cc2ccccc2oc1=NCc1ccccc1	-5.5	10.9	0.8	0.5	-25.0	0.2	20.2	-8.4	10.8
42	COc1ccc(C2=NN(C(N)=S)C(c3ccco3)C2)cc1 (stereo not given)	-7.8	14.4	6.0	-1.9	-1.2	1.6	3.9	1.2	5.5
43	Cc1cccc(NC(=O)c2nc[nH]c2C(=O)N[C@@H](C)C(=O)OC(C)(C)C)c1	-14.4	23.3	-5.4	0.9	5.4	0.6	10.6	7.0	-2.1
44	Brc1ccc(-c2ccc(/C=N/Nc3nncc(-c4ccccc4)n3)o2)cc1	5.5	4.3	4.5	-1.0	-19.3	-0.2	1.2	-21.1	3.7
45	Cc1ccc(C(=O)/C=C/c2ccc(Br)cc2)o1	-5.8	9.6	4.4	-2.3	-2.7	0.2	15.6	-13.5	-11.6
46	COC(=O)c1nc2nc(C)cc(=O)n2[nH]1	-13.4	24.0	18.4	-0.2	-6.7	0.6	0.8	-2.0	-11.2
47	CCOC(=O)/C(C#N)=C/c1ccc(OCC(=O)Nc2ccc(OC)cc2)c(OC)c1	11.9	0.1	7.8	-3.1	0.9	1.7	2.5	-11.3	3.9
48	Cc1cc(NC(=O)CN2C(=O)NC3(CCCCC3C)C2=O)no1 (stereo not given)	-1.1	17.9	-4.2	-6.2	2.4	0.6	-0.4	-3.5	6.9
49	Cc1ccc(C([O-])=C(C(=S)NCc2ccccc2)[n+]2cccc(CO)c2)cc1[N+](=O)[O-]	-7.5	2.5	1.5	-7.4	-11.8	-0.1	0.5	nt	0.2
50	CC(=O)/C(=N/Nc1ccccc1)Sc1nnc(C(O)c2ccccc2)n1-c1ccccc1 (stereo not given)	-7.3	16.1	0.6	-5.3	1.9	1.1	5.5	-16.1	-19.1
51	Cn1nc(C(=O)NC2CCCCCC2)ccc1=O	11.4	11.9	8.7	-7.1	-11.6	-0.1	10.1	-1.6	4.5
52	Cn1c(SCc2ccccc2F)nnc1-c1ccccn1	9.9	-14.6	8.1	-9.2	-11.4	-0.2	0.7	-15.2	3.1
53	CCOC(=O)c1c(NC(=O)CN2C(=O)NC3(CCCCC3C)C2=O)sc(C)c1CC (stereo not given)	16.2	-16.2	0.3	-0.2	3.4	22.6*	6.9	-29.2	-31.6
54	NC(N)=N/N=C/c1ccc(OCc2ccccc2)cc1	-17.5	30.4	10.3	-6.5	-5.5	1.2	6.0	-0.9	-29.7
55	C[C@H](NC(=O)c1ccccc1Cl)C(=O)Nc1ccccc1F	-11.2	18.8	3.2	-5.7	-4.1	0.8	0.2	-14.6	-7.3
56	CCOC(=O)/C=C1\SCC(=O)N1CC(=O)Nc1cccc(F)c1	-13.6	15.1	5.6	-0.6	-8.2	0.7	5.5	-7.9	0.1
57	CCS(=O)(=O)n1nc(-c2ccc(OC)cc2)nc1N	-0.9	7.2	4.6	-11.8	-2.1	0.2	2.7	-6.7	17.7
